Tau fil binding = qHTS Assay for Tau Filament Binding; recombinant tau filaments, thioflavin S fluorescence, 15 h; filaments grown with octadecylsulfate alongside compound; Potency, µM (titrated, usually from 57.1 µM), for inactives: at the top dose activity change, negative = inhibition; hit rate 2% among 71,000; Microtubule-associated protein tau (Homo sapiens), P10636;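 note: potency is the fitted concentration of half-maximal effect; % is set by controls: 0 for no effect and ±100 for the full control effect; actives lower thioflavin S fluorescence by blocking filaments or displacing dye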
Target sequence (P10636 whole entry, looked up): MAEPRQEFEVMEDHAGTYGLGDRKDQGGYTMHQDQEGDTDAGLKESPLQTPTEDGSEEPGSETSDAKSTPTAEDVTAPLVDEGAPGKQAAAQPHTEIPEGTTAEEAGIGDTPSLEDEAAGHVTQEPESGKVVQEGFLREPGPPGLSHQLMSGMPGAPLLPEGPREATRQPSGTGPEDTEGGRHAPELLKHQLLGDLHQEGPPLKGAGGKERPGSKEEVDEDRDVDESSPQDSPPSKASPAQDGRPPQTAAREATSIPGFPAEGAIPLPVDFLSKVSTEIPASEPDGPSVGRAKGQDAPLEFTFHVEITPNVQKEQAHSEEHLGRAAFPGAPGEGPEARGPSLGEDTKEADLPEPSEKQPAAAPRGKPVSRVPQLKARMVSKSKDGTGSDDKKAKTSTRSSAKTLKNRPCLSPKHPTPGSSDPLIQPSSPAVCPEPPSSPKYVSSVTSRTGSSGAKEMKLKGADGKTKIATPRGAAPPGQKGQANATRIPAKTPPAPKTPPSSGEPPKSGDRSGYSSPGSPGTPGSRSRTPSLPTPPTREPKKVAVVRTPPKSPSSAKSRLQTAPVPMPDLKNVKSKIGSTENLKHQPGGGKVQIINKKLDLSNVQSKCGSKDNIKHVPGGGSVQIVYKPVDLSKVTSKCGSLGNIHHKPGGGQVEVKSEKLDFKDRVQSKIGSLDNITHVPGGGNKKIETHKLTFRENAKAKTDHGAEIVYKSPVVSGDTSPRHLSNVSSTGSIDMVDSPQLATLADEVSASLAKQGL
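Quantitative HTS: thioflavine S signal from ODS-induced tau filaments, excited at 450 nm, emission 510 nm. Conditions: 1 uM tau, 30 uM ODS, 15 h at 37 C, pH 7.4.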
ERK AVP block = qHTS Assay for Inhibitors of the ERK Signaling Pathway using a Homogeneous Screening Assay. HEK293-V1b, vasopressin-stimulated pERK AlphaScreen. Potency, µM (series often up to 57.5 µM), inactives show at the top dose activity, negative = inhibition, actives largely listed as inhibitors. hit rate 0.99% among 72,000. AID 995, 2007; note: potency is the fitted concentration of half-maximal effect; % is set by controls: 0 for no effect and ±100 for the full control effect; nearly all actives have a fitted effect of over 55% in size
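Overnight-seeded V1b-HEK293 cells in 1% FBS got compound, then vasopressin (25 nM final, 5 min, 37C), then lysis buffer. AlphaScreen detection of phospho-ERK; activity normalized to basal and full-stimulation controls.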
A350 fluor = qHTS Assay for Spectroscopic Profiling in A350 Spectral Region; Compound autofluorescence, 340/450 nm, Alexa 350 dye-equivalents; stronger effect = higher value; max dye-equivalent concentration, M; hit rate 11% among 59,000; AID 590, 2007; in the data active = max dye-equivalent concentration above about 10 nM; inconclusive = mostly about 1.1 nM to 9.6 nM
Rhodamine autofl = qHTS Assay for Spectroscopic Profiling in Rhodamine Spectral Region. hit rate 0.05% among 59,000. Rhodamine-region fluorescence, 547/598 nm, Tris buffer; stronger effect = higher value. AID 594, 2007. max dye-equivalent concentration, M; in the data active = max dye-equivalent concentration above about 11 nM; inconclusive = between about 1.1 nM and that limit
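Read-out is relative fluorescence at 547 nm excitation and 598 nm emission, expressed as dye-equivalent concentration using rhodamine standards on every plate. Each compound was profiled across a concentration series after 15 min in 100 mM Tris, pH 8.0.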
HEK293 cAMP ctrl = qHTS Assay for Agonists of the Thyroid Stimulating Hormone Receptor: Activators of Intracellular cAMP Concentrations in Parental HEK 293 | parental HEK293 CNG cAMP sensor, membrane potential fluorescence | AID 938, 2007 | hit rate 2.5% among 73,000 | Potency, µM (highest dose often 57.1 µM), without a hit: at the highest dose activation, most hits filed as activators; note: potency is the fitted concentration of half-maximal effect; % of control where 0% means no effect; nearly all actives have a fitted effect of over 55% in size
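Parental HEK 293 cells stably expressing a cAMP-gated CNG channel were loaded with membrane potential dye containing 100 uM RO 20-1724 for 60 min. Compound added for 30 min; depolarization read as fluorescence intensity at 590 nm.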
4MU fluor = qHTS Assay for Spectroscopic Profiling in 4-MU Spectral Region | hit rate 11% among 59,000 | AID 589, 2007 | compound autofluorescence, 340/450 nm, 4-MU equivalents; stronger effect = higher value | max dye-equivalent concentration, M; in the data active = max dye-equivalent concentration above about 10 nM; inconclusive = mostly about 1.1 nM to 9.6 nM
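Compounds in 100 mM Tris, pH 8.0, incubated 15 min at room temperature, then fluorescence read at 340 nm excitation/450 nm emission. Signal converted to 4-MU dye-equivalent concentration using an on-plate six-point 4-MU standard curve.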
Luciferase inh = qHTS Assay for Inhibitors of Firefly Luciferase | hit rate 2.2% among 72,000 | Luciferin 4-monooxygenase (Photinus pyralis), P08659 | purified firefly luciferase, luminescence, 8 min | AID 411, 2009 | Potency, µM (top dose mostly 57.1 µM), for the others: at the top dose activity change, negative = inhibition, usual class: inhibitors; note: potency is the fitted concentration of half-maximal effect; % is set by controls: 0 for no effect and ±100 for the full control effect; nearly all actives have a fitted effect of over 40% in size
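qHTS concentration-response profiling: light output of P. pyralis luciferase with luciferin and 10 uM ATP, imidazole buffer pH 7.2. Read by luminescence after 8-min room-temperature incubation.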
Fluorescein autfl = qHTS Assay for Spectroscopic Profiling in Fluorescein Spectral Region; Compound autofluorescence, 480/540 nm, fluorescein-equivalent; stronger effect = higher value; max fluorescein-equivalent concentration, M; hit rate 0.91% among 59,000; AID 593, 2007; in the data active = max fluorescein-equivalent concentration above about 10 nM; inconclusive = between about 1.1 nM and that limit
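Library compounds, added at multiple concentrations to pH 8.0 Tris buffer (100 mM), incubate 15 min at room temperature before CCD imaging at 480 nm excitation and 540 nm emission.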
Caspase-7 inhib = qHTS Assay for Allosteric/Competitive Inhibitors of Caspase-7 | recombinant caspase-7, Ac-DEVD-AFC fluorescence rate | Potency, µM (series often up to 57.5 µM), for the others: at the top dose activity change, negative = inhibition, actives largely listed as inhibitors | hit rate 0.02% among 75,000; active = well fitted inhibition curve with a large enough effect in the main read-out, with a control signal flat, not every such curve was filed as active; inconclusive = small, poorly fitted or top-dose-only effect, or a change in a side signal; note: potency is the fitted concentration of half-maximal effect; % of control where 0% means no effect
Caspase-1 inhib = qHTS Assay for Allosteric/Competitive Inhibitors of Caspase-1; Caspase-1 enzyme, Ac-WEHD-AFC fluorogenic rate; Potency, µM (series often up to 57.5 µM), for inactives: top-dose activity change, negative = inhibition, actives largely listed as inhibitors; hit rate 0.03% among 75,000;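 note: potency is the fitted concentration of half-maximal effect; plate controls were vehicle for no effect and no substrate for full effect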
Target sequence (P29466 120-297 limits assumed): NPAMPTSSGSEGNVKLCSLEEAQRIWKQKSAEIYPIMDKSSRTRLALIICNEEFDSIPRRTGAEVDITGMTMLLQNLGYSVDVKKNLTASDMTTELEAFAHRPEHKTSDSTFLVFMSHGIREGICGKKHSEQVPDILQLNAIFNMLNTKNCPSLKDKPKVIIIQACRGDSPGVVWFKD
Target sequence (P29466 317-404 limits assumed): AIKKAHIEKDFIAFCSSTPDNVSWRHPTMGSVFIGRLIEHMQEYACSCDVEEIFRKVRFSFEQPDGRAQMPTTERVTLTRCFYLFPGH
Texas Red fluor = qHTS Assay for Spectroscopic Profiling in Texas Red Spectral Region; Compound fluorescence, Texas Red channel, 547/618 nm; stronger effect = higher value; max dye-equivalent concentration, M; hit rate 0.06% among 59,000; in the data active = max dye-equivalent concentration above about 10 nM; inconclusive = between about 1.1 nM and that limit
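Dye-equivalent concentrations come from scaling compound signal (ex 547, em 618 nm) to six Texas Red standard concentrations run on every plate, after 15 min room-temperature incubation in pH 8.0 Tris (100 mM).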
Numbers without * were called inactive; i = inactive; ? = inconclusive; . = not tested or not shown; [ ] = remark or other dose. Unless noted, calls come from the whole dose curve; as a rule, active = well fitted curve in the direction sought with a large enough effect; inconclusive = small, poorly fitted or top-dose-only effect, or another doubt; inactive = no such curve, though single readings can be large; an effect the other way counts as inactive or inconclusive.

canonical_smiles,ERK AVP block,Rhodamine autofl,Texas Red fluor,Tau fil binding,Caspase-7 inhib,Fluorescein autfl,Luciferase inh,HEK293 cAMP ctrl,Caspase-1 inhib,A350 fluor,4MU fluor
Cc1ccc(C)c(N2CCN(C(=O)c3cc4sccc4n3C)CC2)c1,11%,i,i,-14%,-11%,i,0%,6%,-13%,i,i
CCn1cc(C(=O)NCc2ccco2)c(=O)c2cc(F)c(N3CCN(C(=O)c4ccco4)CC3)cc21,.,i,i,.,.,i,0%[25.5 µM],.,.,3.9e-08M*,3.5e-08M*
O=C(COC(=O)CCc1ccc(S(=O)(=O)N2CCOCC2)cc1)Nc1ccc(Cl)cn1,-19%,i,?,-1%,-4%,i,0%,15%,-1%,i,i
COC(=O)c1sc(NC(=O)CSc2nc3cccnc3n2C2CCCCC2)nc1C,-29%,i,i,-9%,-1%,?,0%,16%,-2%,i,i
CN1CCN(C(=O)CCn2nc(-c3ccccc3)c3ccccc3c2=O)CC1,-29%,i,?,7%,-8%,i,1%,2%,0%,i,i
Cc1cc2ncn(C(=O)c3ccc4c(c3)OCO4)c2cc1C,?,i,i,-8%,-1%,?,1%,22%,-1%,?,?
Cn1c(=O)c2c(O)cc(=O)n(-c3ccccc3)c2n(C)c1=O,23%,i,i,5%,1%,i,2%,7%,1%,i,i
O=c1c2ccccc2[nH]c(=S)n1CCN1CCC(=C(c2ccc(F)cc2)c2ccc(F)cc2)CC1,.,i,i,.,.,i,1%[25.5 µM],.,.,i,i

Continuation.
canonical_smiles,ERK AVP block,Rhodamine autofl,Texas Red fluor,Tau fil binding,Caspase-7 inhib,Fluorescein autfl,Luciferase inh,HEK293 cAMP ctrl,Caspase-1 inhib,A350 fluor,4MU fluor
CC(=O)c1cccc(NC(=O)CN2C(=O)COc3ccc(Cl)cc32)c1,-12%,i,i,-8%,0%,i,5%,13%,1%,i,i
CCC(C(=O)NCc1ccco1)n1nc(-c2ccc(OC)cc2)ccc1=O (stereo not given),8%,i,i,-11%,-9%,i,-2%,?,-4%,?,?
COCC(=O)N1CCC2(CCN(Cc3ccccc3OC)CC2)CC1,-1%,i,i,12%,-2%,i,2%[11.4 µM],6%,-3%,i,i
Cc1ccc(S(=O)(=O)N2CCOCC2)cc1C(=O)NC1CCCCC1,4%,i,i,4%,-7%,i,1%,?,1%,?,?
Cc1ccc(C)n1-c1ccc(C(=O)NCC2CCCO2)cc1 (stereo not given),-7%,i,i,12%,-7%,?,-9%,2%,0%,i,i
O=C(CSc1nnnn1C1CCCCC1)Nc1ccc2c(c1)OCO2,2%,i,?,27%,6%,?,4%,8%,1%,i,i
Clc1ccc(OCc2nnc(SCc3nc4ccccc4[nH]3)n2Cc2ccco2)cc1,20µM*,i,i,4%,-16%,?,-4%,28%,-11%,?,?
CCOc1ccc(C2/C(=C(/O)c3ccc(OC)cc3)C(=O)C(=O)N2c2cc(C)on2)cc1OC (stereo not given),.,i,i,.,.,i,-1%[25.5 µM],.,.,?,i

Look-ups from above:
ERK AVP block, Cc1ccc(C)n1-c1ccc(C(=O)NCC2CCCO2)cc1 (stereo not given) stands at -7%
Caspase-1 inhib, Cc1ccc(S(=O)(=O)N2CCOCC2)cc1C(=O)NC1CCCCC1 stands at 1%
HEK293 cAMP ctrl, COCC(=O)N1CCC2(CCN(Cc3ccccc3OC)CC2)CC1 stands at 6%
Tau fil binding, Clc1ccc(OCc2nnc(SCc3nc4ccccc4[nH]3)n2Cc2ccco2)cc1 stands at 4%
Tau fil binding, CC(=O)c1cccc(NC(=O)CN2C(=O)COc3ccc(Cl)cc32)c1 stands at -8%
Caspase-7 inhib, O=C(CSc1nnnn1C1CCCCC1)Nc1ccc2c(c1)OCO2 stands at 6%

Continuation.
canonical_smiles,ERK AVP block,Rhodamine autofl,Texas Red fluor,Tau fil binding,Caspase-7 inhib,Fluorescein autfl,Luciferase inh,HEK293 cAMP ctrl,Caspase-1 inhib,A350 fluor,4MU fluor
Fc1ccc(C2CC(c3ccccc3)n3ncnc3N2)cc1 (stereo not given),-20%,i,?,-2%,0%,i,-1%,9%,1%,i,i
C1CSC2(N1)C1CC3CC(C1)CC2C3 (stereo not given),8%,i,i,-5%,0%,i,2%,-3%,1%,i,i
CC(C)(C)c1ccc(-c2cc(N)n[nH]2)cc1,.,.,.,?,-4%,.,13µM*,5%,-4%,.,.
O=C(CN1CCN(S(=O)(=O)c2ccc(F)cc2)CC1)Nc1ccc2c(c1)OCO2,-2%,i,i,-6%,-2%,i,1%,-9%[2.29 µM],2%,i,i
CCOC(=O)c1cc(-c2ccccc2)n(CC(=O)O)c1C,13%,i,i,5%,-1%,i,1%,5%,2%,i,i
Cc1noc(NS(=O)(=O)c2ccc(NC(=O)CCn3c(=O)oc4ccccc43)cc2)c1C,.,.,.,-7%,1%,.,2%,4%,-4%,.,.
CCOc1ccc(Cc2nnc(SCC(=O)c3ccc(OC)cc3)o2)cc1,0%,i,i,91%,-1%,i,0%,?,-5%,i,i
CC1CN(C2CCN(C(=O)c3ccccc3)CC2)CC(C)O1 (stereo not given),.,i,i,.,.,i,2%[25.5 µM],.,.,i,i

Next compounds follow:
canonical_smiles,ERK AVP block,Rhodamine autofl,Texas Red fluor,Tau fil binding,Caspase-7 inhib,Fluorescein autfl,Luciferase inh,HEK293 cAMP ctrl,Caspase-1 inhib,A350 fluor,4MU fluor
Cc1c(C(=O)O)nnn1-c1ccccc1,-8%,i,i,-6%,0%,i,3%,7%,1%,i,i
COc1cccc(C(=O)Nc2nnc(C(C)C)s2)c1,-8%,i,i,-1%,2%,i,?,2%,-1%,i,i
O=C(Nc1c(C(=O)Nc2ccc3c(c2)OCCO3)cnn1-c1ccccc1Cl)c1ccco1,-27%,i,i,-7%,-1%,i,-6%,-6%,1%,i,i
COc1ccc(C(CC(=O)O)NC(=O)c2ccco2)cc1OC (stereo not given),8%,i,i,7%,1%,?,3%,6%,2%,i,i
O=C(COc1ccccc1)Nc1ncc2c(n1)CCCC2=O,-16%,i,i,-16%,-1%,i,1%,4%,0%,i,i
O=C(O)[C@H](/C=C\c1ccccc1)c1ccccc1,-2%[11.5 µM],i,i,-2%[11.4 µM],-1%[11.5 µM],i,1%[11.4 µM],12%[11.4 µM],5%[11.5 µM],i,i
CN(C)CCn1c(C(=O)Nc2ccccc2)cc2ccccc21,9%,i,i,8%,3%,i,-2%,2µM*,0%,i,i
Cc1ccc(S(=O)(=O)N2CCN(C(=O)CN3C(=O)NC4(CCOc5ccccc54)C3=O)CC2)cc1 (stereo not given),15%,i,i,2%,-1%,i,-1%,4%,-2%,i,i

4MU fluor: what is marked active above
compound	Rhodamine autofl	Texas Red fluor	Tau fil binding	Caspase-7 inhib	Fluorescein autfl	Luciferase inh	Caspase-1 inhib	A350 fluor	4MU fluor
CCn1cc(C(=O)NCc2ccco2)c(=O)c2cc(F)c(N3CCN(C(=O)c4ccco4)CC3)cc21	i	i	.	.	i	0%[25.5 µM]	.	3.9e-08M*	3.5e-08M*

Later entries
canonical_smiles,ERK AVP block,Rhodamine autofl,Texas Red fluor,Tau fil binding,Caspase-7 inhib,Fluorescein autfl,Luciferase inh,HEK293 cAMP ctrl,Caspase-1 inhib,A350 fluor,4MU fluor
CC(C)(C)OC(=O)[C@H]([C@@H]1N[C@@H](C(=O)O)C(C)(C)S1)N1C(=O)c2ccccc2C1=O,8%[11.5 µM],i,i,-4%[11.4 µM],-2%[11.5 µM],i,3%[11.4 µM],-2%[11.4 µM],1%[11.5 µM],5.4e-08M*,4.8e-08M*
COC(=O)N1CCC2(CCCN(Cc3ccccc3)C2)CC1,22%,i,i,-2%,1%,i,2%[11.4 µM],14%,1%,i,i
Cc1ccc(Cn2c(SCCN3CCOCC3)nc3c2c(=O)n(C)c(=O)n3C)cc1,-9%,i,i,14%,1%,i,1%,2%,-2%,i,i
CCc1ccc(N(CC(=O)NC)S(C)(=O)=O)cc1,-4%,i,i,7%,1%,i,1%,1%,-2%,i,i
COC(=O)[C@H](Cc1ccccc1)NC(=O)[C@@H](C)CO,-14%[11.5 µM],.,.,.,1%[11.5 µM],.,-1%[11.4 µM],-4%[11.4 µM],1%[11.5 µM],.,.
Cc1cc(C2CCCCC2)n(O)c(=O)c1,?,i,i,-15%[25.6 µM],-3%,?,2%[25.5 µM],?,-1%,i,i
O=C(CCCc1c[nH]c2ccccc12)N1CCN(S(=O)(=O)c2cccs2)CC1,-7%,i,i,1%,-3%,?,2%,25%,-1%,i,i
CS(=O)(=O)N1CCC[C@@]2(CCN(C(=O)Nc3cccc(F)c3)C2)C1,-15%,i,i,11%,0%,i,2%[11.4 µM],20%,0%,i,i
CCn1c(=O)cc(SCC(=O)NCCN2CCN(Cc3ccccc3)CC2)c2ccccc21,0%,i,?,15%,-6%,i,-1%,?,-5%,i,i
CC12CCC(C(=O)Nc3ccccc3N3CCOCC3)(CC1=O)C2(C)C (stereo not given),-9%,.,.,-11%,1%,.,0%,13%,-2%,.,.
CCC1Sc2ccccc2N(CC(=O)NCCC(C)C)C1=O (stereo not given),22%,i,i,1%,0%,i,2%,?,1%,i,i

Screening results as filed in PubChem BioAssay.

This is a subset (hit frequency here may not be typical).
